# Source: PubChem BioAssay
# ARNT TACC3 PPI: disruptors of ARNT/TACC3 protein interaction, primary screen, biochemical, AlphaScreen, single concentration; Transforming acidic coiled-coil-containing protein 3 (Homo sapiens), Q9Y6A5; AlphaScreen His-ARNT PAS-B/GST-TACC3 binding, luminescence; TACC3 fragment carries E629A point mutation; inhibition, % at 9.99 µM; 390,000 tested, 0.66% active; AID 623870, 2012;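 active means mean inhibition of replicates at least 50% and at least half of replicates each reaching 50%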;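 further: 0% = complete ARNT plus TACC3 wells and 100% = ARNT alone without TACC3; many hits fall short of the cut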
# PAX8 reporter: inhibitors of PAX8-driven TPO luciferase reporter, primary screen, RMG-I cells, single concentration | SteadyGlo, 24 h | inhibition, % at 12.6 µM | 360,000 tested, 1.2% active | AID 652154, 2013;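 active means mean replicate inhibition at least 60% with every replicate also reaching 60%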;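 further: luciferase light reporting Pax8 driven TPO promoter activity; plate controls were median of neutral control wells for no effect and mitoxantrone controls for full effect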
# PGC1a acetyl inh: inhibitors of PGC1a acetylation signal, primary screen, cell-based, U2OS, AlphaScreen, inhibitor mode | AlphaScreen anti-acetyl-lysine; with virally co-expressed GCN5 acetyltransferase | inhibition, % at 15.6 µM | 350,000 tested, 0.17% active | AID 651687, 2012;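 active means every replicate shows inhibition of at least 40%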;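 further: 0% = neutral control wells and 100% = positive control wells; some results beyond the cut were filed as inactive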
# INS-1E GSIS act: GLuc luminescence reporter in INS-1E cells, primary screen for activators of glucose-dependent secretion of insulin; INS-1E GLuc reporter insulin secretion, 2-3 h; activation, % at 16.6 µM; 370,000 tested, 0.61% active;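 active means lowest replicate activation of at least 40%, so every replicate reaches that level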;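 further: 0% = median of neutral control wells and 100% = median of IBMX positive control wells; some compounds called inactive have numbers as strong as hits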
# LGR2 inh: inhibitors of bursicon-induced LGR2 CRE-luciferase signal, primary screen, cell-based, HEK293, CRE-luciferase reporter, bursicon stimulation; bursicon-stimulated, 4 h; inhibition, % at 9.99 µM; 380,000 tested, 0.35% active; AID 720647, 2013;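 active means drop in luminescence signal, shown as inhibition above about 50% in the replicate tests, limit read from the data, passing the limit was not always enough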;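 further: agonist challenge used bursicon conditioned medium at about half maximal strength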
# C2C12 statin: suppressors of statin myotoxicity in C2C12 myotubes, primary screen, cell-based, single point, plate reader | C2C12 myotubes + simvastatin, ATP luminescence, 48 h; scaled: DMSO 0, geranylgeraniol control 100 | rescue of ATP level, % at 7.49 µM | 330,000 tested, 0.78% active;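 active means mean ATP rescue above about 67%, or every replicate alone reaching that limit, limit read from the data, passing the limit was not always enough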;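 further: myotubes were challenged with 10 µM simvastatin during compound exposure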
# Cneo AK release: Cryptococcus neoformans cell lysis inducers, primary screen, AK release luminescence, single concentration; lysis activity, % at 15 µM; 360,000 tested, 0.2% active; C. neoformans lysis, adenylate kinase release luminescence, 4 h; normalised: neutral wells 0, clomiphene wells 100;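 active means mean lysis activity across replicates of at least 80%, whatever share of replicates individually reach that level; inactive means mean lysis activity below 80%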
#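 Assay system: Cryptococcus neoformans yeast cells / Dosing: single-point compound dose / Timing: 4 h at 37 °C static, read 1 h later / Measured by: luminescence of released adenylate kinase using an AK detection reagent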
# PglD DTNB: C. jejuni PglD acetyltransferase inhibitors, primary screen, biochemical, DTNB colorimetric, single point; inhibition, % at 12.5 µM; 360,000 tested, 0.098% active; UDP-N-acetylbacillosamine N-acetyltransferase PglD (Campylobacter jejuni); purified PglD enzyme, DTNB colorimetric CoA detection; in the data active means inhibition above about 16%, passing the limit was not always enough; further: strong numbers were not always called active
# An asterisk follows results filed as active; nt = not tested or not shown.
No.	mol	ARNT TACC3 PPI	PAX8 reporter	PGC1a acetyl inh	INS-1E GSIS act
1	Cc1noc(C)c1NC(=O)Nc1ccc2c(c1)C(=O)N([C@H](C)CO)C[C@@H](C)[C@@H](CN(C)Cc1ccccc1)OCCCC[C@@H](C)O2	2	-7	-9	-1
2	Cc1ccc(CCNc2ccccc2)c[n+]1[O-]	4	-16	4	nt
3	C[C@H]1CN([C@@H](C)CO)C(=O)c2cccc(NC(=O)Nc3ccc(F)cc3)c2O[C@@H]1CN(C)Cc1ccncc1	12	8	-4	4
4	COc1ccc(NC(=S)NNc2ccc(S(=O)(=O)Nc3ccccc3C(=O)O)cc2[N+](=O)[O-])cc1	36	19	7	-5
5	C[C@@H]1CN([C@@H](C)CO)C(=O)c2cccc(NS(=O)(=O)c3ccc(F)cc3)c2O[C@@H]1CN(C)CC1CCCCC1	-6	6	-4	-5
6	CCOC(=O)c1c2n(c3ccc(O)cc13)CCCCC2	23	nt	-5	14
7	Cc1cccn2cc(COc3cccc([N+](=O)[O-])c3)nc12	5	-97	6	2
8	CCOC(=O)c1[nH]cnc1C(=O)Nc1ccccc1C	7	7	-2	0
9	O=C(C[C@@H]1C=C[C@@H](NS(=O)(=O)c2ccccc2)[C@@H](CO)O1)NCc1ccncn1	nt	-6	-5	-5
10	C[C@H](CO)N1C[C@H](C)[C@H](CN(C)C(=O)c2ccccc2F)Oc2ncc(C#CC(C)(C)O)cc2C1=O	0	nt	-3	14
11	Cc1cnccc1CNC(=O)C1CCC(=O)N(Cc2ccc(Cl)cc2)C1 (stereo not drawn)	-2	-3	8	4
12	O=C(O)c1ccc(NC(=S)NC(=O)C(c2ccccc2)c2ccccc2)cc1	2	-14	-2	-2

No.	LGR2 inh	C2C12 statin	Cneo AK release	PglD DTNB
1	-2	nt	23	10
2	nt	2	2	-11
3	3	0	1	8
4	8	nt	nt	nt
5	-5	4	-1	-6
6	1	-35	-1	25*
7	-23	nt	nt	nt
8	-19	1	6	5
9	-13	1	1	4
10	-25	0	4	-1
11	-9	2	1	6
12	0	nt	1	-2

# Single records, as listed above. Screens in order: ARNT TACC3 PPI, PAX8 reporter, PGC1a acetyl inh, INS-1E GSIS act, LGR2 inh, C2C12 statin, Cneo AK release, PglD DTNB
# Profile of CCOC(=O)c1c2n(c3ccc(O)cc13)CCCCC2 = 23, nt, -5, 14, 1, -35, -1, 25*
# Profile of CCOC(=O)c1[nH]cnc1C(=O)Nc1ccccc1C = 7, 7, -2, 0, -19, 1, 6, 5
# Profile of Cc1noc(C)c1NC(=O)Nc1ccc2c(c1)C(=O)N([C@H](C)CO)C[C@@H](C)[C@@H](CN(C)Cc1ccccc1)OCCCC[C@@H](C)O2 = 2, -7, -9, -1, -2, nt, 23, 10
# Profile of C[C@H]1CN([C@@H](C)CO)C(=O)c2cccc(NC(=O)Nc3ccc(F)cc3)c2O[C@@H]1CN(C)Cc1ccncc1 = 12, 8, -4, 4, 3, 0, 1, 8
# Profile of Cc1cnccc1CNC(=O)C1CCC(=O)N(Cc2ccc(Cl)cc2)C1 (stereo not drawn) = -2, -3, 8, 4, -9, 2, 1, 6

# Remaining list, next part
No.	mol	ARNT TACC3 PPI	PAX8 reporter	PGC1a acetyl inh	INS-1E GSIS act
13	CC(=O)c1cccc(OCc2cc(C(=O)NCc3nc(C)c(C)s3)no2)c1	-5	-151	nt	-5
14	COc1ccccc1CNC(=O)C[C@H]1C[C@@H]2c3cc(NS(C)(=O)=O)ccc3O[C@@H]2[C@@H](CO)O1	-8	11	-7	-5
15	Cc1oc(-c2ccc(Cl)cc2)nc1CSCC(=O)NC1CCN(Cc2ccccc2)CC1	7	38	9	-18
16	CCOc1cccc(=O)c2c(C)n(CC3CCCO3)c(C)c12 (stereo not drawn)	-1	11	-3	nt
17	COc1ccc2c(c1OC)C(=O)OC2Nc1nc(-c2ccc(-c3ccccc3)cc2)cs1 (stereo not drawn)	1	-202	nt	-6
18	Cc1ccc(S(=O)(=O)N[C@@H]2CC[C@@H](CCNC(=O)Cc3ccccn3)O[C@H]2CO)cc1	4	14	5	11
19	COc1cc2ccccc2cc1C(=O)N1CC(C)CC(C)C1 (stereo not drawn)	-7	-4	-13	-19
20	COc1cccc(C=Nc2ccc(C)c(F)c2)c1O	-12	7	1	14
21	COc1ccc(N2CCN(c3ncccc3C#N)CC2)cc1	1	3	nt	2
22	CCN(Cc1ccccc1)C(=O)COC(=O)[C@@H]1CCCN1C(=O)c1cccs1	nt	5	2	7
23	Oc1ccc(N=Cc2sc3ccccc3c2Cl)cc1	-2	-41	nt	-2
24	O=C(Cc1cccnc1)N1CC(=O)N2[C@@H](CO)[C@H](c3ccc(C4=CCCC4)cc3)[C@@H]2C1	nt	-6	-5	-6

No.	LGR2 inh	C2C12 statin	Cneo AK release	PglD DTNB
13	-32	9	1	-5
14	-5	-3	1	-2
15	6	-5	-1	-4
16	nt	3	0	-3
17	-38	nt	-3	7
18	-20	-4	-2	1
19	11	3	1	-3
20	9	nt	6	11
21	-27	nt	nt	nt
22	-10	-2	nt	nt
23	-13	nt	-2	1
24	-11	nt	nt	nt

# Next part
No.	mol	ARNT TACC3 PPI	PAX8 reporter	PGC1a acetyl inh	INS-1E GSIS act
25	C[C@@H]1CN([C@@H](C)CO)C(=O)c2cccc(N(C)C)c2O[C@H]1CN(C)S(=O)(=O)c1ccc(Cl)cc1	-3	2	-3	3
26	Cc1ccc([N+](=O)[O-])cc1S(=O)(=O)N1CCNCC1	-3	7	-1	22
27	Cc1csc2c(C#N)c(=O)c3c(n12)CCC3	10	nt	1	nt
28	O=C(Cn1cnc2c(nnn2Cc2ccc(F)cc2)c1=O)N1CCN(c2ccccc2)CC1	-2	nt	-10	-6
29	C[C@H]1CN([C@@H](C)CO)C(=O)c2cc(-c3cccc(F)c3)cnc2O[C@H]1CN(C)Cc1cccnc1	0	nt	-13	6
30	O=C(Cn1ccc2ccccc2c1=O)NCCC(=O)N1CCN(c2cccc(Cl)c2)CC1	2	24	nt	nt
31	CCc1ccc(OCC(=O)NNC(=S)NC(=O)C2CC2)c(Br)c1	4	nt	1	nt
32	COc1ccc2c(c1[N+](=O)[O-])CCC/C2=N/OC(=O)c1cccc2ccccc12	-7	nt	23	3
33	Nc1ccccc1Nc1nc2ccccc2[nH]1	11	-14	2	-3
34	CCOC(=O)c1sc2cc([N+](=O)[O-])cc(SCC(=O)OC)c2c1N	21	nt	0	-1
35	CCN(CC(=O)Nc1ccc(OC)cc1)C(=O)c1ccc(N2CCCC2=O)cc1	5	-20	-3	5
36	COc1ccc(-n2nc(C)c3sc(C)nc3c2=O)cc1	-1	-5	2	11

No.	LGR2 inh	C2C12 statin	Cneo AK release	PglD DTNB
25	-13	-6	1	0
26	nt	nt	nt	nt
27	-8	0	-2	2
28	-18	25	0	-6
29	-10	-1	-7	1
30	nt	nt	2	-2
31	10	11	-1	1
32	13	nt	nt	nt
33	-3	12	6	-1
34	-8	nt	8	-10
35	-3	-2	4	-1
36	9	6	nt	nt

# (further entries)
No.	mol	ARNT TACC3 PPI	PAX8 reporter	PGC1a acetyl inh	INS-1E GSIS act
37	Cc1cccc(C)c1NC(=O)c1cc(S(=O)(=O)N2CCC3(CC2)OCCO3)ccc1F	nt	9	1	nt
38	Cc1ccc(S(=O)(=O)N(C)C)cc1NC(=O)/C=C/c1cccs1	0	-5	nt	12
39	CCCC(=O)N(CCN1CCOCC1)c1nc2ccc(OCC)cc2s1	1	-15	nt	0
40	Cc1nc(N2CCN(C(=O)c3ccco3)CC2)nc2c1C(=O)CCC2	-3	-81	-4	18
41	Cc1ccc(Nc2nnc(SCC(=O)NCc3ccco3)s2)cc1	9	nt	nt	-5
42	COCCCNC(=O)Cn1nnc(-c2ccccc2NC(=O)c2ccc(F)cc2)n1	-7	nt	3	30
43	S=C(Nc1ccccc1)N1CCCN1c1ccccc1	0	2	9	-7
44	O=C(/C=C/c1ccccc1)Nc1ccc(CN2CCOCC2)cc1	-6	-146	nt	-4
45	Cc1nn2c(N3CCOCC3)cc(C(C)(C)C)nc2c1-c1ccccc1	-3	-7	6	-2
46	COc1ccc(NC(=O)CCC(=O)N/N=C/c2cccnc2)cc1	0	3	-3	20
47	O=C(N/N=C/c1ccc2ccccc2c1)c1ccc(COc2ccc3c(c2)CCC3)o1	-2	nt	-3	nt
48	CC12CC3CC(C)(C1)CC(C(=O)NC(=S)N1CCCCC1)(C3)C2	14	nt	nt	-18

No.	LGR2 inh	C2C12 statin	Cneo AK release	PglD DTNB
37	-3	5	-1	3
38	-20	nt	4	-4
39	-4	1	0	-2
40	-37	0	2	6
41	-19	7	4	5
42	2	-2	2	3
43	8	nt	3	-9
44	-60	nt	nt	nt
45	21	-4	0	3
46	-12	-2	0	0
47	nt	2	-1	-3
48	6	1	111*	1

# Continuation.
No.	mol	ARNT TACC3 PPI	PAX8 reporter	PGC1a acetyl inh	INS-1E GSIS act
49	COc1ccc(CNC(=O)/C=C/C(=O)O)cc1OC	-6	5	6	7
50	COc1cc(OC)cc(C(=O)NNC(=O)C(CCC(N)=O)NS(=O)(=O)c2ccc(Cl)cc2)c1 (stereo not drawn)	1	4	-26	8
51	Cc1nn(-c2ncccn2)c2c1C(=O)CC(C)(C)C2Br (stereo not drawn)	32	2	nt	7
52	CC(C)N=C(Nc1cccnc1)c1ccccc1	-16	-43	nt	4
53	c1coc(CNCC2OCCc3ccccc32)c1 (stereo not drawn)	-30	nt	nt	nt
54	CN(Cc1cnn(Cc2ccccc2)c1)C(=O)CN=C1NS(=O)(=O)c2ccccc21	-1	-1	-4	8
55	C[C@H]1CN([C@@H](C)CO)C(=O)c2cccc(NC(=O)Nc3ccc(C(F)(F)F)cc3)c2O[C@@H]1CN(C)CC1CCCCC1	5	nt	-5	12
56	CCOc1ccc(C(=O)Nc2ccc3c(c2)OCCO3)cc1[N+](=O)[O-]	-4	-40	-9	3
57	COc1cc(NC(=O)Cn2nc(Cc3cccnc3)c3ccccc3c2=O)cc(OC)c1OC	-7	-4	nt	nt
58	O=C(Cc1ccccc1)N1CC[C@@H]2[C@@H](CO)Nc3ccc(-c4cccc(F)c4)cc3[C@@H]21	3	-8	-5	2
59	COc1cc(CC(=O)Nc2ccc3nc(C)sc3c2)cc(OC)c1OC	-1	25	-4	1
60	CO[C@H]1CN(C)C(=O)c2ccc(NS(=O)(=O)c3ccc(Cl)cc3)cc2OC[C@@H](C)N(C(=O)NC(C)C)C[C@@H]1C	-3	nt	-18	3
61	O=C(NCC1CCCO1)C1CCN(S(=O)(=O)Cc2ccccc2)CC1 (stereo not drawn)	2	-1	-3	nt
62	COc1ccccc1NC(=O)CCCc1c[nH]c2ccccc12	3	3	-15	-3

No.	LGR2 inh	C2C12 statin	Cneo AK release	PglD DTNB
49	-2	2	0	0
50	-10	6	1	-2
51	1	-10	1	-4
52	31	-14	-1	0
53	nt	-2	0	1
54	-2	-3	-1	4
55	-4	59	13	3
56	16	nt	nt	nt
57	-2	2	-5	2
58	9	-5	-9	0
59	13	7	-3	-2
60	3	1	-2	-1
61	nt	-8	-1	4
62	9	0	12	-1
